# Screening data deposited in PubChem BioAssay by several laboratories.
# Calpain2 inh: calpain II (pig) inhibition. purified calpain II, fluorogenic peptide substrate, 30 min. 220,000 tested, 0.37% active. AID 1236. inhibition, % at 16 µM;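 active = inhibition above about 50%, limit read from the data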
# Rad51 HR inh: Rad51 (human) homologous recombination inhibition | hRad51 DNA strand exchange, fluorescence dequenching | Q06609 | AID 1385 | 200,000 tested, 0.085% active | inhibition, % at 10 µM;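 active = inhibition above 40% at the single screening dose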;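 note: 0% = DMSO control wells and 100% = blanks with heterologous ssDNA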
# Target sequence (Q06609 whole entry, looked up): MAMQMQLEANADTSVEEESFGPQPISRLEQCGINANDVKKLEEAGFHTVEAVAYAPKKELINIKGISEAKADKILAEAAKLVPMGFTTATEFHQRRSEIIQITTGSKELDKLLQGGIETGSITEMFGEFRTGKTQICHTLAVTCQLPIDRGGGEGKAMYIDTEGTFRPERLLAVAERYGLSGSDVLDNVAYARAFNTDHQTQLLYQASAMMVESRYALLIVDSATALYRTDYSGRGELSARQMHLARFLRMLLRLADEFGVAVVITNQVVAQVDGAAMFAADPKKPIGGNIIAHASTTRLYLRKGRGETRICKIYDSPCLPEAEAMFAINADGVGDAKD
#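 Read-out basis: percent inhibition relative to plate controls and blanks / Assay system: human Rad51 nucleoprotein filaments preassembled on unlabelled ssDNA / Timing: filaments 15 min 37 °C, then compound 30 min / Control set: per-plate controls and blanks / Technique: fluorescence dequenching at 485/520 nm / Compound: 10 µM final, single point / Also added: Fluorescein- and BHQ1-tagged 47-mer duplex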
# PGE2 EP2 inh: EP2 receptor (human) inhibition; inhibition, % at 25 µM; 260,000 tested, 0.52% active; AID 1422; C6 glioma cells expressing human EP2, cAMP TR-FRET; cells stimulated with saturating PGE2;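 active = percent inhibition above 40 after rounding to a whole number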;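 note: rat C6 glioma host cells with rolipram phosphodiesterase inhibitor present; the protocol text gives 20 µM as final concentration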
# Target sequence (P43116 whole entry, looked up): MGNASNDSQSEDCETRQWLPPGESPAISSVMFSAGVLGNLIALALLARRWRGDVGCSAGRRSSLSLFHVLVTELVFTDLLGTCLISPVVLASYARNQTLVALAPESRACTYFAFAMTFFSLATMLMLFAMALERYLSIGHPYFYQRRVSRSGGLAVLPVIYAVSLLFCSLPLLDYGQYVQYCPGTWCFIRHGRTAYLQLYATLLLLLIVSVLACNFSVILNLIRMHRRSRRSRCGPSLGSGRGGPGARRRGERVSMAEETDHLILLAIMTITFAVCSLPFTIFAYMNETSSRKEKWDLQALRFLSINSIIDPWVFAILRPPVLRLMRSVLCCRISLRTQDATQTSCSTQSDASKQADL
# 14-3-3 Bad PPI: disrupts binding of bovine 14-3-3 zeta to phospho-Bad peptide. P63103. TR-FRET 14-3-3zeta/Dy647-pBad peptide displacement, 1 h. inhibition, % at 21.7 µM. 220,000 tested, 0.71% active. AID 781;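 active = inhibition above about 70%, limit read from the data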;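 note: 0% = full 14-3-3 plus peptide FRET controls and 100% = background without 14-3-3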
# Target sequence (P63103 whole entry, looked up): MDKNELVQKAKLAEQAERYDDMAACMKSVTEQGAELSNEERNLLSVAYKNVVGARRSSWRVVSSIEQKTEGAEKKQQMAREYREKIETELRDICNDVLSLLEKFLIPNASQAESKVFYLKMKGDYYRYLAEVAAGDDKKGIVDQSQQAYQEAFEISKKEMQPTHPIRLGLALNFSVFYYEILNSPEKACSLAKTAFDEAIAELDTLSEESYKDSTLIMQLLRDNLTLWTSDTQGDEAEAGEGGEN
# L929 necroptosis: L929 zVAD cell death inhibition. L929 zVAD necroptosis rescue, ATP luminescence, 24 h; with zVAD 60 µM. viability rescue, % at 10 µM. 220,000 tested, 0.38% active;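 active = activation, scaled between plate controls, above about 75%, limit read from the data; inactive = activation under that limit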;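 note: 0% = zVAD with DMSO and 100% = DMSO alone without zVAD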
# EP2 modulator: modulators of human EP2 prostaglandin E2 receptor. P43116. EP2-expressing cells, cAMP HTRF FRET, PGE2 co-stimulation. induction, % at 25 µM. 260,000 tested, 0.83% active. AID 940;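 active = compounds whose cAMP rise, as percent of the full-agonist control response, exceeds 60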;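 note: rat C6 glioma line stably carrying human EP2 under a CMV promoter; the protocol text gives 20 µM as final concentration; 100% = response of wells given 1 µM PGE2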
# Hck-Nef inh: inhibitors of human Hck kinase activated by Nef; P08631; Recombinant Hck-YEEI plus Nef, Z-Lyte FRET kinase assay; inhibition, % at 20 µM; 220,000 tested, 0.68% active; AID 463187;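 active = Hck-Nef kinase inhibition above about 50%, limit read from the data; inactive = inhibition below that limit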;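 note: 0% = DMSO with Hck plus Nef and 100% = Hck alone without Nef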
# Tb hexokinase: T. brucei hexokinase 1 inhibition; recombinant TbHK1, G6PDH-coupled NADH A340; inhibition, % at 10 µM; 220,000 tested, 0.11% active; AID 1430;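 active = inhibition of 50% or more in the single-dose primary screen; inactive = inhibition below 50%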
# eIF4E 4G PPI: blocks eIF4E binding to eIF4G; P63073+Q04637; TR-FRET eIF4E-eIF4GI(517-606) binding, 2 h; inhibition, % at 21.7 µM; 220,000 tested, 0.37% active; AID 782;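 active = inhibition above about 30%, limit read from the data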;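 note: 0% = full FRET control wells and 100% = background wells lacking eIF4GI fragment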
# Active calls of the source: *; i = inactive; nt = not tested or not shown; & = joins results of further samples; [ ] = remark or other dose. An excerpt; the hit share may differ from the screen's.
# Values run as follows: Calpain2 inh	Rad51 HR inh	PGE2 EP2 inh	14-3-3 Bad PPI	L929 necroptosis	EP2 modulator	Hck-Nef inh	Tb hexokinase	eIF4E 4G PPI
COc1cc(C2CC(=O)Oc3c2c(=O)n(C)c2ccccc32)ccc1O (stereo not given)
    -48	22	5	-4	1.5	15	25	3	3
O=C(Cc1ccccc1)N/N=C/c1ccc(Cl)cc1Cl
    4	-15	6	6	0.0	-11	0	6	5
COc1ccc(Nc2cccc(Cl)c2)c(C(=O)O)c1
    -11	2	6	-25	1.2	9	3	29	6
Cc1c(NC(=O)C(C)Sc2ncnc3ccccc23)c(=O)n(-c2ccccc2)n1C (stereo not given)
    4	7	5	-5	0.9	15	23	-5	1
Fc1ccc(-n2c(-c3cc(C4CC4)[nH]n3)n[nH]c2=S)cc1Cl
    2	1	17	-4	0.1	5	8	-3	0
O=C(c1noc2c1CCCC2)N1CCN(c2ccc(F)cc2)CC1
    -29	-7	15	-8[fluorescence artefact?]	0.5	-9	0	-9	4
O=C(Nn1c(C2CCC2)nc2ccccc2c1=O)C1CCC1
    6	-5	6	3	-0.4	22	-2	0	1
Cc1cc(C)nc(NS(=O)(=O)c2ccc(NC(=O)C3(c4ccccc4)CCCC3)cc2)n1
    -48	9	4	2	0.6	4	1	-4	-1
O=C1CCN(C(=O)c2ccc(Cl)cc2)N1
    26	9	1	2	1.6	21	34	-1	1
Cc1c(N=C(N)/N=C(\N)Nc2ccc(Br)cc2)c(=O)n(-c2ccccc2)n1C
    12	-5	6	-12	0.8	-9	0	-1	8
Cc1[nH]nc(Sc2ccccn2)c1[N+](=O)[O-]
    -9	nt	5	2	-0.2	18	3	-6	-5
C=CCNC(=O)c1ccc(OC)cc1OC
    -20	10	16	6	1.1	22	-1	1	-10
COc1ccccc1N1CCN(CCN2C(=O)CC(=C3c4ccccc4-c4ccccc43)C2=O)CC1
    nt	-5	4	nt	-0.7	nt	6	-4	nt
Cc1cc(NC(=O)CSc2nc3cc(Cl)ccc3s2)no1
    15	-1	11	6[fluorescence artefact?]	-1.2	12	1	-10	-26
C/C(=N\Nc1cc(C)nc(NCc2ccccc2)n1)c1cccc([N+](=O)[O-])c1
    -72	nt	13	-5	0.7	-37	15	-3	3
C/C(=N\OC(=O)c1ccc(C)cc1)c1c(C)nc2cc(C)ccn12
    -33	-31	7	-6	0.6	16	28	-5	-4
CN(C)C(CNC(=O)c1cc(S(=O)(=O)N(C)c2ccccc2)ccc1Cl)c1ccccc1 (stereo not given)
    -7	14	8	0	0.0	-17	12	-2	0
Cc1ccccc1NC(=O)COC(=O)Cc1ccsc1
    4	6	4	-3	-0.1	-18	20	-4	-1
CCOc1ccc(C2NC(=O)c3ccccc3O2)cc1 (stereo not given)
    -39	-1	17	-5[fluorescence artefact?]	1.3	4	0	-4	-7[fluorescence artefact?]
C/C=C/C(=O)OCC(=O)Nc1c(Cl)cccc1Cl
    -18	6	11	2	-0.8	19	0	-5	1
COc1ccc(CC2(CO)CCN(Cc3nc(C(C)C)cs3)CC2)cc1
    4	9	6	-4	-1.1	-77	13	-5	2
CC1CCCCN1C(=O)Nc1cccc(Cl)c1 (stereo not given)
    -5	-4	2	9	0.0	-9	2	25	8
Cc1ccccc1CS(=O)(=O)c1cn(CC(=O)N2CCC(C)CC2)c2ccccc12
    -6	1	7	-6	-0.5	2	4	-3	5
CC(C)(C)c1ccccc1NC(=O)Cn1cnc2cc([N+](=O)[O-])ccc2c1=O
    -11	2	7	-2	3.9	-22	21	-3	1
CC(=O)NC1=NN(C(C)=O)C(C)(CS(=O)(=O)c2ccc(Cl)cc2)S1 (stereo not given)
    23	4	14	3	-0.2	10	-6	-1	-2
COc1ccc2sc(N(CCCN(C)C)C(=O)c3nc4ccccc4s3)nc2c1
    19	13	4	-11	1.2	-32	46	8	0
COc1ccc(C2=C(N)c3ccccc3C2=O)cc1
    34	4	5	4[fluorescence artefact?]	1.9	1	-2	0	-6[fluorescence artefact?]
O=C(CCc1ccccc1)Nc1ccccc1C(=O)NCc1ccco1
    -12	-3	14	-5	-0.5	11	-8	-2	4
CCNC(=O)CSc1nc2ccccc2c(=O)n1CCCOC(C)C
    -21	-3	10	-4	1.0	13	-4	-1	11
COc1ccc(C(=O)NCC(=O)N2CCCC(C)C2)cc1OC (stereo not given)
    -35	1	8	-5	1.4	8	-29	5	-2
CCOc1ccc(N2CC(O)=C(c3ccccc3)C2=N)cc1
    -22	2	8	-9	0.5	-8	17	-7	5
C=C(C)c1cccc(C(C)(C)NC(=O)N2CCN(c3ccccn3)CC2)c1
    -23	-5	7	9	-0.9	-1	1	-2	-4
COc1ccc(CCNC(=S)NCc2cccs2)cc1OC
    2	nt	9	-8	0.1	9	-2	1	0
C/C(=N/Nc1ccc([N+](=O)[O-])cc1)c1ccc(C)cc1C
    15	-2	7	-7	1.6	-47	22	-4	0
CCc1nnc(NS(=O)(=O)c2ccc(NC(=S)NC(=O)c3cccnc3)cc2)s1
    -42	-2	13	-5	6.8	-83	22	-8	-2
Cc1cccc2sc(NC(=O)CN3C(=O)C4CC=CCC4C3=O)nc12 (stereo not given)
    -22	-9	5	-8	21	-47	18	-2	-2
O=c1cc2c(n[nH]1)CCCC2
    39	5	11	62	0.3	-1	2	2	5
CC1=C(C(=O)OCc2ccc3c(c2)OCO3)C(c2cccc([N+](=O)[O-])c2)NC(=O)N1 (stereo not given)
    43	-5	3	8	1.2	-45	25	6	-3
Cc1cc(F)ccc1S(=O)(=O)Nc1ccccc1C(=O)Nc1ccc2[nH]c(=O)[nH]c2c1
    -53	nt	nt	6	5.1	9	1	-7	5
C/C(=N/NC(=O)CN1CCN(S(=O)(=O)c2ccc(C)cc2)CC1)c1ccco1
    2	4	-1	1	-0.8	-25	2	-1	0
Cc1ccc(S(=O)(=O)N2CCN(C(=O)Cc3ccc4c(c3)OCCO4)CC2)cc1C
    3	12	3	-19	0.4	-3	3	-4	0
CCCOC(=O)CSc1nc(N)c(C#N)c(-c2ccco2)c1C#N
    -16	0	8&5	1	0.1	-19&9	-1	-4	1
COc1ccc(NC(=O)CSc2nnc(-c3ccco3)n2C)cc1
    -12	-3	13	-7[fluorescence artefact?]	1.0	-1	2	0	6[fluorescence artefact?]
CCCC(=O)Nn1cnc2c(c1=O)C1(CCCC1)Cc1ccccc1-2
    -19	-7	11	4	0.5	22	8	-6	-2
OC1(c2ccccc2)Cc2cccc[n+]2C1c1ccccc1 (stereo not given)
    -13	nt	8	-9	0.0	6	14	-1	-1
O=C(Nc1cccc(S(=O)(=O)c2cccc(NC(=O)c3ccco3)c2)c1)c1ccco1
    -61	5	5	-4	0.2	-9	27	-9	-3
COC(=O)C1CCN(CC(N)=O)CC1
    14	16	8	3	0.0	18	-14	61*	2
CCc1ccc(-n2c(O)c(C=NCCN(CC)CC)c(=O)[nH]c2=O)cc1
    7	-29	2	4	-0.1	0	-1	1	1[fluorescence artefact?]
CC(C)CCNC(=O)C1CCN(c2nnc(-n3cccc3)s2)CC1
    -21	-6	9	-2[fluorescence artefact?]	9.0	14	24	-3	-2
O=C(CSCc1ccc(Br)cc1)N=Nc1c(O)[nH]c2ccccc12
    12	-4	7	3	1.4	7	3	-5	-4

# New compounds follow:
# Values run as follows: Calpain2 inh	Rad51 HR inh	PGE2 EP2 inh	14-3-3 Bad PPI	L929 necroptosis	EP2 modulator	Hck-Nef inh	Tb hexokinase	eIF4E 4G PPI
CCCCOc1ccc(N(CC(=O)NCC2CCCO2)C(=O)CCC(=O)Nc2cc(C)ccn2)cc1 (stereo not given)
    3	1	7	-5	0.5	6	-7	-7	-6[fluorescence artefact?]
O=C(Nc1ccccc1Cl)c1ccc(Cl)cc1Cl
    22	nt	5	-7	-0.2	-14	-3	-5	1
COc1ccc2c(c1)C1(Nc3ccccc3-c3nc4ccccc4n31)C(=O)N2C (stereo not given)
    -5	5	16	3	0.4	-3	0	2	6
CSc1nnc(-c2cnccn2)n1Cc1ccccc1
    -23	1	3	-7	-0.1	16	0	-1	3
COC(=O)[C@@H]1C[C@@]2(O)[C@H](O)[C@H](O)[C@H](O)C[C@H]2N1Cc1ccc(C(C)(C)C)cc1
    20	0	25	0	-0.6	19	19	-6	-5
CCn1nnc(NC(=O)c2ccc(-c3ccccc3[N+](=O)[O-])o2)n1
    -5	4	6	-7	13	-16	8	-10	4
O=C(CSc1cccc2cccc(Cl)c12)NCc1cccs1
    2	4	15	-25	0.2	-65	6	30	-1
Cc1cnc(SCCc2ccncc2)nc1C
    1	3	17	61[fluorescence artefact?]	-0.4	8	-1	-5	5
COc1ccccc1-c1nc(C#N)c(N2CCCCCC2)o1
    i	-4	1	18	0.9	20	-2	-32	3
O=C(Nc1ccc(Cl)cc1)c1cnc(-c2ccccc2)nc1-c1ccccc1
    15	-2	8	7	0.6	-6	-1	-10	5
CCOc1cccc(C(=O)Nc2cccc(-c3nnc(-c4ccc(C)cc4)o3)c2)c1
    0	8	4	49	0.1	11	5	-13	13
O=C(Cc1nn[nH]n1)c1ccccc1O
    -14	-4	2	0	0.6	39	4	-10	18
Cc1cc(C(=O)NCc2ccco2)c2ccccc2n1
    -23	-38	8	-7	2.3	4	19	2	0
CCn1c(C)cc(/C=C2/SC(=O)N(C(C)C(=O)OC)C2=O)c1C (stereo not given)
    1	7	9	7	3.5	19	17	-21	2
CC(C)CCNC(=O)CCc1nnc(COc2ccccc2)o1
    -10	2	6	-9	0.3	-4	17	-4	0
COc1ccc(/C=C/C(=O)Nc2ccc(N3CCOCC3)cc2)cc1
    -1	1	9	3	8.0	6	2	-11	-1
CCOc1ccc(Nc2nc3ccccc3c(=O)s2)cc1
    -2	24	2	3	-0.2	-18	27	-7	3
CN(Cc1nc(-c2ccccn2)no1)S(=O)(=O)c1ccccc1
    24	10	5	18	-0.2	1	1	2	-1
CC(C)(C)S(=O)(=O)c1cnc(-c2cnccn2)nc1N
    9	8	3	8	-1.1	-19	-1	-11	8
Cn1ncc([N+](=O)[O-])c1C(=O)N1CCOCC1
    22	-1	6	5	0.1	-8	2	-1	-2
O=C(CSc1nnc(Cn2c(=O)sc3ccccc32)n1CCc1ccccc1)N1CCCC1
    14	nt	nt	-7	-1.1	-15	-6	2	-5
CCN(CC(=O)NC(C)C)C(=O)c1ccc(S(=O)(=O)N(C)c2ccccc2OC)cc1
    -27	4	10	-15	-0.3	-4	-1	6	6
Cc1ccnc(N2CCCC(C(=O)Nc3cc(F)ccc3C)C2)n1 (stereo not given)
    -19	-5	7	4	1.1	-2	2	-6	3
O=C(CCC(=O)N1CCCC1)Nc1nnc(C2CCCCC2)s1
    0	-5	16	8	0.4	-10	2	-2	0
COc1ccc(N2CCN(C(=O)C3CCN(S(=O)(=O)c4ccccc4)CC3)CC2)cc1
    -29	-24	4	-4	-0.4	17	3	-4	2

# Three compounds already listed, sorted by SMILES length, lowest first:
# Values run as follows: Calpain2 inh	Rad51 HR inh	PGE2 EP2 inh	14-3-3 Bad PPI	L929 necroptosis	EP2 modulator	Hck-Nef inh	Tb hexokinase	eIF4E 4G PPI
O=C(CCC(=O)N1CCCC1)Nc1nnc(C2CCCCC2)s1
    0	-5	16	8	0.4	-10	2	-2	0
Cc1ccnc(N2CCCC(C(=O)Nc3cc(F)ccc3C)C2)n1 (stereo not given)
    -19	-5	7	4	1.1	-2	2	-6	3
CCN(CC(=O)NC(C)C)C(=O)c1ccc(S(=O)(=O)N(C)c2ccccc2OC)cc1
    -27	4	10	-15	-0.3	-4	-1	6	6
